# L3MBTL1 inh: blocks human L3MBTL1 | Q9Y468 | AlphaScreen L3MBTL1–H3K9me1 peptide binding | Potency, µM (doses to about 57.1 µM), inactives show top-dose activity, negative = inhibition, actives largely listed as inhibitors | actives 0.66% (n = 230,000); active = well fitted inhibition curve with a large enough effect; inconclusive = small, poorly fitted or top-dose-only effect; inactive = no such curve, though single readings can be large or run the other way; also: nearly all actives have a fitted effect of over 60% in size
# Target sequence (Q9Y468 whole entry, looked up): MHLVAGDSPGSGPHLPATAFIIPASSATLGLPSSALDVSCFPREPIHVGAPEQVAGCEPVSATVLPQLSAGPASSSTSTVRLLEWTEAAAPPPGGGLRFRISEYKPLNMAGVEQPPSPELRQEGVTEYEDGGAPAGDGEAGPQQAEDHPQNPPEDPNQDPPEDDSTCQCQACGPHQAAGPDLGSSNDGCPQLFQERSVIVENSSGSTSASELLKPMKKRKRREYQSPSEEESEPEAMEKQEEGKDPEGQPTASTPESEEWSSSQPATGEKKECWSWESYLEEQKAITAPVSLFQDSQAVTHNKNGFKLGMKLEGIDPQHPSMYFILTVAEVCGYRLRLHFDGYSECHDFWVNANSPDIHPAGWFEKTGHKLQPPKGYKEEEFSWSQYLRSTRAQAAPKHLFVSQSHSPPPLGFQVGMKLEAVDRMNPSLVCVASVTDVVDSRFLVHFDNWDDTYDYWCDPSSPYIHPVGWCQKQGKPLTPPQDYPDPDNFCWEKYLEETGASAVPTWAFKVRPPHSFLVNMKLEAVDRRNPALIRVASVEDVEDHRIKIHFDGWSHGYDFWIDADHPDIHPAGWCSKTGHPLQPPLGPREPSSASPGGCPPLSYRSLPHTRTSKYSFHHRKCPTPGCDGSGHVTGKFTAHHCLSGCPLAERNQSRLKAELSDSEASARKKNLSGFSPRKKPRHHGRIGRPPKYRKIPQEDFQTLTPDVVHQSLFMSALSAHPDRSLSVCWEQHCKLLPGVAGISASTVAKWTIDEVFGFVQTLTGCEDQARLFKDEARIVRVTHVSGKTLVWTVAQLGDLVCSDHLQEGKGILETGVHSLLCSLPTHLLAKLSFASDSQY
#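 AlphaScreen assay: L3MBTL1 (50 nM final) was preincubated 30 min at room temperature with biotinylated H3(1-15)K9me1 peptide (75 nM final), then 30 min with library compounds; streptavidin donor and nickel chelate acceptor beads (10 ug/mL final) added, 30 min dark.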
# An asterisk follows results filed as active; ? = inconclusive; & = joins results of further samples; [ ] = dose if it differs, or a comment. % is scaled to controls: 0 for no effect and ±100 for the full control effect; potency is read from the fitted curve at half-maximal effect.
SMILES,L3MBTL1 inh
O=C(Nc1cc(S(=O)(=O)Nc2ccccc2Cl)ccc1O)c1ccc(F)cc1F,8%
CC(=O)c1ccc(S(=O)(=O)NCCC(=O)NC2CCN(Cc3ccccc3)CC2)cc1,1%
CCOc1ccccc1OCCCC(=O)N1CCN(S(=O)(=O)c2ccc(Cl)cc2)CC1,0%
COc1ccc(OC)c(C(=O)COC(=O)COc2ccccc2)c1,4%
COc1cc(C=NNC(=O)c2ccccc2NS(=O)(=O)c2cccs2)cc(OC)c1O,-6%
COc1ccc(OC)c(C=NNC(=O)c2ccccc2NS(=O)(=O)c2cccs2)c1,5%
COc1cc2ccccc2cc1C(=O)N1CCc2ccccc21,-14%
Cc1cc(C)cc(OCC(=O)OCc2cc([N+](=O)[O-])cc3c2OCOC3)c1,-10%
O=C(CCN1C(=O)C2CCCCC2C1=O)N1CCN(S(=O)(=O)c2c(F)cccc2F)CC1 (stereo unspecified),-1%
Nn1c(SCC(=O)Nc2ccc(N3CCOCC3)cc2)nnc1-c1ccccc1F,-2%
O=C(NCCS(=O)(=O)N1CCN(c2ccccc2)CC1)c1ccc2c(c1)OCO2,5%
O=C(NNC(=O)c1cccs1)c1csc(N2CCOCC2)n1,8%
CN(CC1COc2ccccc2O1)C(=O)c1cccc(S(=O)(=O)N2CCCC2)c1 (stereo unspecified),7%
O=C(CCCN1C(=O)/C(=C/c2ccccc2OC(F)F)SC1=S)Nc1cccnc1,-24%
CC1CC(C)CN(C(=O)COC(=O)c2ccc3c(c2)OCCO3)C1 (stereo unspecified),-7%
COc1ccc(-c2oc3ccccc3c2C#CC(C)(C)O)cc1,14%
CCc1ccc([C@@H]2CC=C(C(=O)O)[C@H](c3ccc(Cl)cc3)N2S(=O)(=O)c2ccc(C)cc2)cc1,-11%
Cc1cccn2c(=O)c3cc(C(=O)N4CCCCC4C)sc3nc12 (stereo unspecified),5%
C=CCC[C@H](Cc1ccc(F)cc1)C(=O)OC[C@H](Cc1c[nH]c2ccccc12)NC(=O)[C@@H](CC=C)CC(=O)N(CCO)Cc1ccccc1,-10%
Cc1ccnc(NC(=O)c2ccc3c(c2)NC(=O)C(C)S3)c1 (stereo unspecified),7%
CCOc1ccc(NC(=O)COc2ccc3c(c2)CCC3)cc1OC,-7%
CN(CC(=O)Nc1cccc(F)c1)C(=O)c1ccccc1OCCOc1ccccc1,-4%
COc1cccc(CNC(=O)c2cccc(S(=O)(=O)N3CCN(c4ccc(F)cc4)CC3)c2)c1,-10%
Nc1[nH]n(-c2c(Cl)cc(Cl)cc2Cl)c(=O)c1N=Nc1ccc(S(=O)(=O)Nc2ncccn2)cc1,-6%
CCNc1ccc(S(=O)(=O)N2CCCCC2)cn1,7%
Cc1cc(C)c(OCC(=O)OCC(=O)N2c3ccccc3CC2C)c(C)c1 (stereo unspecified),9%
Cc1ccccc1N1CC(C(=O)Nc2ccc(S(=O)(=O)N3CCCC3)cc2)CC1=O (stereo unspecified),1%
COc1ccccc1N(C)S(=O)(=O)c1ccc(Cl)c(C(=O)Nc2ccncc2)c1,23%
CC(C)(OC(=O)c1ccc(C#N)cc1)c1cc2ccccc2c(=O)o1,13%
Cc1ccc(C(CNC(=O)c2ccco2)N2CCN(C)CC2)cc1 (stereo unspecified),0%
COC(=O)C(Cc1c[nH]c2ccccc12)NC(=O)c1ccc2nc[nH]c2c1 (stereo unspecified),6%
CCOc1ncccc1C(=O)Nc1cc(S(=O)(=O)N2CCCCC2)ccc1C,-1%
CC(OC(=O)CCN1C(=O)C2CC=CCC2C1=O)C(=O)Nc1cccc(Cl)c1 (stereo unspecified),-11%
CCCCCN(C(=O)CCC(=O)OCC(=O)N(CC)c1ccccc1)c1c(N)n(CCCC)c(=O)[nH]c1=O,0%
CCCN(CC(=O)Nc1cc(C)on1)CC(=O)Nc1ccc(F)c(F)c1F,7%
O=S(=O)(c1ccc2c(c1)OCCO2)N1C[C@@H]2C[C@H]1CN2S(=O)(=O)c1c(F)cccc1F,6%
CSc1ccccc1C(=O)OCC(=O)N1CCCC1=O,7%
COc1ccc(C(CNC(=O)CSc2ccc(Br)cc2C)N2CCOCC2)cc1 (stereo unspecified),-6%
Cc1ccc(NC(=O)c2nc[nH]c2C(=O)NCCCCCCNC(=O)c2[nH]cnc2C(=O)Nc2ccc(C)cc2)cc1,2%
NC(=O)C1CCN(c2nc(-c3ccccc3-c3ccccc3)cs2)CC1,-11%&-6%
O=C(N[C@@H]1C/C=C\C[C@@H](CC(=O)N(CCO)Cc2ccccc2)C(=O)N[C@@H](c2ccccc2)COC1=O)OCC1c2ccccc2-c2ccccc21,-9%
Cc1ccc(C(=O)NC(Cc2ccccc2C(F)(F)F)C(=O)O)cc1 (stereo unspecified),12%
CCOC(=O)C1=C(COC(=O)c2ccccc2OC(F)F)NC(=O)NC1C (stereo unspecified),2%
Cc1c(C(=O)OCC(=O)NC2CC2)oc2ccc(Br)cc12,11%
Fc1ccc2cnc(-c3ccccc3)c(-c3cc(C(F)(F)F)cc(C(F)(F)F)c3)c2c1,7%
CNCC(O)c1ccc(OC(=O)C(C)(C)C)c(OC(=O)C(C)(C)C)c1 (stereo unspecified),7%
Cc1nn(CC(=O)NC2CCCC2)c(C)c1[N+](=O)[O-],3%
c1nc(C2CCCCC2)cc2cc3c(cc12)OCO3,47%[activator]
CC(C#N)Sc1ccc(S(=O)(=O)N2CCCC2)cn1 (stereo unspecified),4%
CNC(=O)c1ccsc1NC(=O)C1CCCN1S(=O)(=O)c1cccs1 (stereo unspecified),2%
Cc1ccc(C(=O)OCN2C(=O)c3ccccc3C2=O)cc1S(=O)(=O)N1CCOCC1,2%
CC(NC(=O)C1CCN(C(=O)c2ccc(F)cc2)CC1)c1ccc(S(N)(=O)=O)cc1 (stereo unspecified),12%
CCCCN(C(=O)c1ccccc1Br)C1CCS(=O)(=O)C1 (stereo unspecified),5%
O=S(=O)(c1ccc(SCc2ccccc2)nc1)N1CCCCCC1,52%[activator]
C[C@H](CO)N1C[C@H](C)[C@@H](CN(C)C)Oc2c(NS(=O)(=O)c3cccs3)cccc2C1=O,4%
COc1ccc(C(=O)N[C@H](C(=O)OCn2nnc3ccccc3c2=O)C(C)C)cc1,-7%
CSc1ccc(/C=C(\C(=O)O)c2ccc(S(=O)(=O)N3CCCC3)s2)cc1,?
CCC(C)CCN1CCN=C1N(C)C (stereo unspecified),-4%
Cn1cccc1C(=O)OCC(=O)NC(=O)c1ccc(Cl)cc1,1%
COc1ccc2sc(N(CCCN(C)C)C(=O)c3ccc(C(=O)c4ccccc4)cc3)nc2c1,-17%

# More entries
SMILES,L3MBTL1 inh
CN(C)S(=O)(=O)c1ccc(NC(=O)CSc2nnc(-c3ccco3)o2)cc1,4%
COc1ccc(-c2sc3cc(OC)ccc3c2-c2ccc(OCCN3CCOCC3)cc2)cc1,-21%
COc1ccc(NC(C)=O)cc1S(=O)(=O)NC(C)c1ccc(-n2ccnc2)cc1 (stereo unspecified),6%
Cc1ccc(S(=O)(=O)NCC(=O)OCC(=O)NCc2cccs2)cc1,-7%
COc1cc(OC)cc(-c2c(C#Cc3ccsc3)c3cc(-c4ccc(SC)cc4)ccc3n2C)c1,-5%
COc1cccc(-c2sc3ccccc3c2-c2ccc(OCCN3CCCC3)cc2)c1,-3%
CCN(CC(=O)NCc1ccc(F)cc1)C(=O)C1CCN(S(=O)(=O)c2ccc(C(C)C)cc2)CC1,-2%
CC1CN(C(=O)c2ccc(S(=O)(=O)Nc3cccc(C(F)(F)F)c3)cc2)CC(C)O1 (stereo unspecified),4%
CCCn1c(NC(=O)CCS(=O)(=O)c2ccc(C)cc2)nc2ccccc21,-6%
C[C@@H](C(=O)Nc1ccc(OC(F)F)c(Cl)c1)N1C(=O)C2CC=CCC2C1=O (stereo partly specified),9%
CC(=O)Nc1cccc(NC(=O)CN2c3cccc4cccc(c34)S2(=O)=O)c1,-2%
N#CCCN(C(=O)COC(=O)CNS(=O)(=O)c1ccc2ccccc2c1)c1ccccc1,1%
Cc1nn(C2CCS(=O)(=O)C2)c2nc(C3CC3)cc(C(=O)Nc3cccc(C#N)c3)c12 (stereo unspecified),37%[activator]
O=C(Cc1ccc(S(=O)(=O)N2CCOCC2)s1)NCCOc1ccccc1,1%
Cc1ccc(CN(C)C(=O)c2ccccc2NC(=O)c2ccccc2)o1,-4%
O=C(COC(=O)/C=C/c1ccccc1)NCCc1ccc(F)cc1,-2%
CC[C@@]1(C(=O)OC)N[C@H](CN(C)C(=O)Nc2ccc(OC)cc2)[C@@H]2C(=O)N(C)C(=O)[C@@H]21,7%
COc1ccc(S(=O)(=O)N2CCCCC2)cc1NC(=O)c1cnc(C)cn1,4%
C=CCC[C@H](Cc1ccc(F)cc1)C(=O)OC[C@H](Cc1c[nH]c2ccccc12)NC(=O)[C@@H](CC=C)CC(=O)N[C@H](CO)Cc1ccccc1,-2%
Cc1cccc(NC(=O)CNC(=O)COC(=O)c2ccc(C(C)(C)C)cc2)c1C,-2%
CC1Cc2ccccc2N1S(=O)(=O)c1cccc(C(=O)N2CCCCC2)c1 (stereo unspecified),10%
CS(=O)(=O)c1ccccc1-c1nnc(NC(=O)c2ccc3ncsc3c2)o1,21%
CC(NC(=O)COC(=O)C1CC2CCCC(C1)C2=O)c1ccccc1 (stereo unspecified),3%
CC(=O)c1sc(NC(=O)C2CC(=O)N(Cc3ccccc3)C2)nc1-c1ccccc1 (stereo unspecified),-2%
Cc1c(C(=O)OCC(=O)NCc2ccccc2)oc2ccccc12,8%
COc1ccc(N2CCN(C(=O)CN3C(=O)NC4(CCCCCC4)C3=O)CC2)cc1,-12%
COc1ccc(-c2sc3cc(OC)c(OC)cc3c2C#CC2(O)CCCCC2)cc1,-6%
O=C(Nc1cccc(-c2ccc(N3CCCCC3)nn2)c1)c1ccc(Br)o1,-19%
Cc1ccc(NC(=O)c2ccc(=O)[nH]n2)cc1S(=O)(=O)Nc1ccccc1Cl,-4%
COc1ccc(N(C)S(=O)(=O)c2cccc(C(=O)NCc3ccc(C)cc3)c2)cc1,-9%
CCOc1ncccc1C(=O)OCC(=O)Nc1cccc(S(=O)(=O)N2CCCCCC2)c1,-7%
CSCCC(NS(=O)(=O)c1ccc(C)cc1C)C(=O)Nc1cccnc1 (stereo unspecified),10%
O=C(C1COc2ccccc2O1)N1CCN(c2ccc([N+](=O)[O-])cc2)CC1 (stereo unspecified),-25%
CCOC(=O)C(CC)n1cnc2c(nnn2-c2ccccc2)c1=O (stereo unspecified),0%
COCCNC(=S)Nc1ccc(N2CCOCC2)c(S(=O)(=O)Nc2ccccc2OC)c1,-10%
COc1ccc(CCNC(=O)COC(=O)C2CC2C)cc1 (stereo unspecified),4%
O=C(Nc1cccc(S(=O)(=O)N2CCOCC2)c1)c1cc([N+](=O)[O-])ccc1N1CCOCC1,16%
CCCCN(C(=O)C(C)N1C(=O)c2ccccc2C1=O)c1c(N)n(CC(C)C)c(=O)[nH]c1=O (stereo unspecified),37%[activator]
N#Cc1ccccc1NC(=O)COC(=O)c1c[nH]c2ccccc12,-2%
O=C(CSc1nc2cc(Cl)ccc2o1)NC1CC1,-2%
Cc1ccc(S(=O)(=O)CCC(=O)OCc2cc(C)ccc2C)cc1,27%
CC(C)N1CC(C(=O)Nc2ccc(Cl)c([N+](=O)[O-])c2)CC1=O (stereo unspecified),-4%
CC(C)(C)c1cc(-c2nc(N)nc(N)n2)c(O)c(C(C)(C)C)c1,8%
COc1ccc(C2=Nn3c(nnc3-c3ccccc3OC)SC2)cc1OC1CCCC1,-8%
COc1ccc(NC(=O)CSc2nc3ccccc3c(=O)n2CCCO)cn1,35%[activator]
CC(=O)Nc1ccc(S(=O)(=O)Nc2ccc(N3CCCCC3)cc2)cc1,?
COc1ccc(-c2cc(C(=O)OCC(=O)N3CCOCC3)c3ccccc3n2)cc1,69%[activator]
COc1ccccc1C(=O)Nc1ccc(OCC(=O)N2CCCCC2)cc1,-3%
Oc1ccc(CNc2cccc(F)c2F)c2cccnc12,25µM*
CCOc1ccc(NC(=O)CN(C)C(=O)Cc2n[nH]c(=O)c3ccccc23)cc1OCC,5%

# Molecules listed so far with a thiophene ring, fused or not:
SMILES,L3MBTL1 inh
COc1cc(C=NNC(=O)c2ccccc2NS(=O)(=O)c2cccs2)cc(OC)c1O,-6%
COc1ccc(OC)c(C=NNC(=O)c2ccccc2NS(=O)(=O)c2cccs2)c1,5%
O=C(NNC(=O)c1cccs1)c1csc(N2CCOCC2)n1,8%
Cc1cccn2c(=O)c3cc(C(=O)N4CCCCC4C)sc3nc12 (stereo unspecified),5%
CNC(=O)c1ccsc1NC(=O)C1CCCN1S(=O)(=O)c1cccs1 (stereo unspecified),2%
C[C@H](CO)N1C[C@H](C)[C@@H](CN(C)C)Oc2c(NS(=O)(=O)c3cccs3)cccc2C1=O,4%
CSc1ccc(/C=C(\C(=O)O)c2ccc(S(=O)(=O)N3CCCC3)s2)cc1,?
COc1ccc(-c2sc3cc(OC)ccc3c2-c2ccc(OCCN3CCOCC3)cc2)cc1,-21%
Cc1ccc(S(=O)(=O)NCC(=O)OCC(=O)NCc2cccs2)cc1,-7%
COc1cc(OC)cc(-c2c(C#Cc3ccsc3)c3cc(-c4ccc(SC)cc4)ccc3n2C)c1,-5%
COc1cccc(-c2sc3ccccc3c2-c2ccc(OCCN3CCCC3)cc2)c1,-3%
O=C(Cc1ccc(S(=O)(=O)N2CCOCC2)s1)NCCOc1ccccc1,1%
COc1ccc(-c2sc3cc(OC)c(OC)cc3c2C#CC2(O)CCCCC2)cc1,-6%

# Screening results (PubChem)

# Only part of the results is shown; count on the stated rates, not on these rows.
